GPR55 antagonists – inhibition of LPI-stimulated GPR55 beta-arrestin translocation – imaging, U2OS, beta-arrestin-GFP, LPI agonist, primary screen (AID 2013). U2OS GPR55 beta-arrestin-GFP translocation imaging, LPI antagonism; higher % means a stronger effect. inhibition, % at 10 µM; hits with a dose series show IC50 in µM. 290,000 tested, 0.13% active;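 active = spots per cell inhibited over 60%, with over 100 cells counted and total cytoplasm intensity under 500,000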;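 also: U2OS cells stably carrying GPR55 and arrestin-GFP stimulated by 5 µM LPI near EC80; imaged beta-arrestin-GFP aggregate spots per cell after agonist stimulation; plate controls were LPI-stimulated DMSO wells for no effect and DMSO wells without LPI for full effect; some results filed as inactive read as strong as hits; confirmed hits need IC50 under 10 µM and bright autofluorescent wells are also inconclusive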
KOR beta-arrestin-1 – KOR agonists, beta-arrestin recruitment, primary screen, cell-based, luminescence, uHTS (AID 1777) | KOR beta-arrestin recruitment, luminescence; higher % means a stronger effect | activation, % at 10 µM; hits with a dose series show EC50 in µM | 280,000 tested, 0.02% active; in the data active = activation above about 50%, passing the limit was not always enough; also: a part of the inactive calls stands beside numbers as strong as those of hits
HIV peptide binding – inhibitors of HIV fusion peptide binding, primary screen, biochemical, uHTS, fluorescence dequenching (AID 1986). cell-free peptide binding, fluorescence dequenching, 30 min; higher % means a stronger effect. inhibition, % at 20 µM, or IC50 in µM where a hit was titrated. 290,000 tested, 0.3% active; in the data active = inhibition mostly above about 52%, no sharp cut-off; inactive = mostly below about 76%; also: some results filed as inactive read as strong as hits
SIAH1 antagonists – Siah-1 peptide-binding antagonists, primary screen, biochemical, fluorescence polarization, rhodamine-plectin, uHTS (AID 1817) | Siah-1 / rhodamine-plectin peptide fluorescence polarization; higher % means a stronger effect | 290,000 tested, 0.02% active | one-dose displacement, % at 20 µM; IC50 in µM for titrated hits;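 active = displacement of at least 50% at 20 µM, with a fluorescence ratio check between 0.3 and a set limit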;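 also: plate controls were Siah plus tracer with DMSO for no effect and tracer alone without Siah for full effect; strong numbers were not always called active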
NOD1 NF-kB reporter – inhibition of NOD1-driven NF-kB reporter – cell-based, luminescence, uHTS, primary screen (AID 1578); NOD1-driven NF-kB luciferase reporter cells, luminescence; higher % means a stronger effect; one-dose inhibition, % at 4 µM; EC50 in µM for titrated hits; 290,000 tested, 1% active; in the data active = inhibition mostly above about 36%, no sharp cut-off; inactive = mostly below about 34%;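 also: HEK-293T reporter cells stimulated with the NOD1 agonist gamma-tri-DAP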
GPR55 activation – GPR55 agonists via beta-arrestin recruitment, primary screen, imaging, U2OS cells, beta-arrestin-GFP redistribution (AID 1961) | U2OS GPR55 beta-arrestin-GFP redistribution imaging; higher % means a stronger effect | activation, % at 10 µM, or EC50 in µM where a hit was titrated | 290,000 tested, 0.048% active;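 active = activation above 40% with more than 50 cells counted in the well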;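 also: U2OS osteosarcoma cells stably expressing GPR55 and beta-arrestin-GFP; plate controls were DMSO negative control for no effect and LPI positive control for full effect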
AID2073 – inhibitors of Mint1-CaV2.2 protein interaction, biochemical, HTRF (AID 2073). HTRF protein-protein interaction, Mint1-CaV2.2; higher % means a stronger effect. inhibition, % at 20 µM, or IC50 in µM where a hit was titrated. 290,000 tested, 0.19% active; in the data active = inhibition mostly above about 51%, no sharp cut-off; also: some results filed as inactive read as strong as hits
KOR beta-arrestin-2 – kappa opioid receptor blockers – cell-based, luminescence, uHTS (AID 1778) | KOR beta-arrestin recruitment, luminescence, antagonist mode; higher % means a stronger effect | inhibition, % at 10 µM, or IC50 in µM where a hit was titrated | 290,000 tested, 0.091% active; in the data active = inhibition above about 50%; also: strong numbers were not always called active
GPR35 antagonists – inhibition of zaprinast-stimulated GPR35 beta-arrestin translocation – imaging, U2OS, beta-arrestin-GFP, zaprinast agonist, primary screen (AID 2058); one-dose inhibition, % at 10 µM; IC50 in µM for titrated hits; U2OS GPR35 beta-arrestin-GFP translocation imaging, zaprinast antagonism; higher % means a stronger effect; 290,000 tested, 0.052% active;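 active = inhibition of at least 50% with at least 30 cells and total cytoplasm GFP at most 10,000,000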
* = called active by the depositor; . = not tested or not shown; [ ] = remark or other dose. Some of the compounds tested (hit frequency here may not be typical).

nr | Compound | GPR55 activation | SIAH1 antagonists | NOD1 NF-kB reporter | AID2073 | KOR beta-arrestin-2 | HIV peptide binding | GPR55 antagonists | GPR35 antagonists | KOR beta-arrestin-1
1 | Oc1ccccc1-c1nc(NCC2CCCO2)c2ccccc2n1 (configuration not stated) | -0.1% | 2% | -23% | 14% | -1% | -1.8% | -1% | -6% | -3.7%
2 | CN1C(=O)N(C)C2CC1N(C)C(=O)N2C | -0.1% | 4% | -24% | 2% | 17% | -0.2% | 5% | -9% | -2.9%
3 | O=S(=O)(Nc1nnc(-c2ccccc2)s1)c1ccc(Cl)cc1 | -0.2% | 0% | -8% | -6% | -34% | 27% | 2% | -8% | 3.5%
4 | Cc1ccc(CNC(=O)Cc2noc3ccccc23)cc1 | -0.1% | -4% | -25% | -1% | 19% | -0.3% | 8% | 8% | -1.2%
5 | CC(C)CC(NC(=O)C1CCC(C)CC1)C(=O)NCc1ccccn1 (configuration not stated) | 0.0% | 0% | -2% | 10% | -18% | 0.4% | -1% | -9% | -8.6%
6 | O=C(O)c1ccc(/C=N/Nc2ccc(S(=O)(=O)N3CCCC3)cc2[N+](=O)[O-])cc1 | 0.2% | 0% | -7% | 0% | 30% | 7.7% | -5% | -17% | -0.6%
7 | O=C(O)c1c2c(nc3ccccc13)/C(=C/c1ccccc1[N+](=O)[O-])CCC2 | -0.3% | 4% | -28% | 4% | -4% | 4.1% | 0% | 14% | -2.0%
8 | CCCNC(=O)COC(=O)c1c2c(nc3ccccc13)CCC2 | 0.5% | 6% | 17% | 23% | 4% | 10% | -9% | 2% | -3.2%
9 | CC1CCc2c(sc3ncnc(NCCN4CCOCC4)c23)C1 (configuration not stated) | -0.1% | 16% | 0% | 15% | 13% | -0.9% | 2% | -7% | -5.5%
10 | CCc1nc2ccc(C(=O)NCc3ccccc3)cc2nc1CC | 0.5% | 4% | -36% | 4% | -18%[20 µM] | -2.5% | 2% | 0% | -11%
11 | CCCCNC(=O)CSc1nc2ccsc2c(=O)n1C1CCN(C(=O)OCC)CC1 | 0.6% | 1% | 8% | 0% | 19% | 1.8% | 19% | 8% | -2.3%
12 | COCCNC(=S)Nc1cc(S(=O)(=O)N2CCOCC2)ccc1N1CCCCC1 | -0.3% | -2% | -28% | 11% | -11% | 0.9% | -5% | 7% | -5.2%
13 | COc1ccc(C(=O)N2CCc3cc(OC)c(OC)cc3C2c2ccc(OC)c(OC)c2)cc1 (configuration not stated) | 0.0% | 8% | 0% | 13% | 36% | 1.0% | -7% | 1% | 3.2%
14 | CCCCNC(=O)Cn1c(=O)c2c(ncn2CC)n(Cc2ccccc2)c1=O | -0.1% | 8% | -6% | 9% | 8% | -1.7% | 2% | 4% | -2.4%
15 | Cc1cc(Nc2cccc(F)c2)n2ncnc2n1 | -0.2% | 9% | -10% | 31% | -8% | 3.2% | 8% | -16% | -0.7%
16 | Cc1cccc(OCC(=O)NCC(=O)N=Nc2c(O)[nH]c3ccc([N+](=O)[O-])cc23)c1 | -0.2% | 9% | -17% | 0% | 6% | -3.1% | 1% | 5% | -4.5%
17 | CC1CCN(S(=O)(=O)c2ccc3c(c2)N(CC(=O)NCCCOC(C)C)C(=O)CO3)CC1 | 0.2% | 3% | -11% | 2% | -43% | -0.4% | -13% | -4% | 1.4%
18 | CCOC(=O)C1CCCN(C(=S)NC2CCCCC2)C1 (configuration not stated) | -0.2% | -3% | -28% | -13% | -21% | -0.4% | 10% | 6% | 0.9%
19 | Cc1cccc2sc(NNC(=O)C3COc4ccccc4O3)nc12 (configuration not stated) | 0.7% | -7% | 34% | -7% | -17% | -1.1% | 0% | -15% | -0.5%
20 | Cc1ccc2[nH]cc(CCNC(=O)C3CCCCC3)c2c1 | 0.2% | -4% | -11% | 0% | -13%[20 µM] | 0.4% | 0% | 13% | -0.6%
21 | CSc1ccc(/C=N\NC(=O)CNc2ccc(C)cc2)cc1 | 0.2% | -2% | 7% | -6% | -14% | -3.3% | 2% | 13% | 23%
22 | C=CCNC(=S)NNC(=O)C(CCC(C)C)CC(C)(C)O (configuration not stated) | -0.1% | 2% | 0% | -9% | 1% | -0.8% | 4% | -2% | 0.9%
23 | COc1ccc(Nc2nc(-c3sc(NC(C)=O)nc3C)cs2)cc1 | 0.3% | 0% | 0% | -5% | -11% | 1.5% | 21% | 12% | -5.5%
24 | Nc1ccc(NC2C[C@@H](C(=O)O)NC2=O)cc1 (some centres not stated) | 0.3% | 0% | -25% | 23% | -2% | -2.0% | 18% | 0% | -4.3%
25 | CCOC(=O)c1cnn(CCOC(=O)c2cccs2)c1NC(=O)c1cccs1 | 0.2% | 1% | -32% | 2% | 3% | -0.4% | 8% | -1% | 1.0%
26 | O=C1/C(=C/c2cccnc2)Oc2cc(OS(=O)(=O)c3ccccc3)ccc21 | 0.5% | -1% | -23% | 1% | -3% | 0.8% | -6% | 12% | -10%
27 | CC(=O)N(Cc1c(C)nn(-c2ccccc2)c1Cl)c1ccc(Cl)cc1 | -0.2% | 2% | -19% | 16% | 10% | -0.7% | 20% | 24% | 3.2%
28 | COc1ccccc1C(=O)Nc1nc2ccc(S(C)(=O)=O)cc2s1 | -0.1% | 3% | -11% | 3% | 8% | -1.9% | 3% | 5% | -6.3%
29 | Cc1occc1C(=O)NCCCCc1ccccc1 | -0.1% | -4% | -3% | 5% | -17% | -0.3% | -2% | 18% | 0.0%
30 | CCOc1cc(S(=O)(=O)N2CCCC2)c(C)cc1C | -0.2% | -1% | 26% | -7% | -18% | -0.4% | 8% | 9% | 7.0%
31 | CC1CCC(NC(=O)C(Cc2ccccc2)n2cccc2)CC1 (configuration not stated) | -0.3% | -4% | -1% | 4% | -8% | -0.6% | -3% | 12% | .
32 | CC(NC(=O)Cc1ccsc1)c1ccc(F)cc1 (configuration not stated) | -0.1% | -3% | -29% | 4% | -37% | -0.5% | 4% | 16% | 0.5%
33 | CC(C)CN1CC(C(=O)O)CC1=O (configuration not stated) | 0.2% | 6% | -12% | 40% | 14%[20 µM] | -0.5% | 1% | 5% | .
34 | Cc1c(CN2CCC(CO)(Cc3ccccc3)CC2)c2ccccc2n1C | -0.1% | -1% | -42% | 9% | -15%[20 µM] | 1.2% | 7% | 0% | .
35 | Cc1ccc(Oc2cc(C#N)c(C#N)cc2-n2nnc3ccccc32)cc1C | 0.3% | 4% | -9% | 2% | 6% | 0.1% | 3% | -10% | -3.2%
36 | O=C(O)c1ccccc1C(=O)Nc1ccc(-n2ccc(C(F)(F)F)n2)cc1 | 0.0% | 4% | 4% | 5% | 5% | -1.5% | 2% | 6% | -1.6%
37 | CN1CCN(CCc2cn3ncc(C#N)c3nc2-c2ccc(F)cc2)CC1 | 0.1% | -2% | 25% | 25% | -30% | -3.2% | 10% | -6% | 1.7%
38 | O=[N+]([O-])c1ccc(Cn2cc(-c3cccc(C(F)(F)F)c3)nn2)cc1 | 0.0% | 0% | 11% | 13% | -28%[20 µM] | 0.0% | 4% | -2% | .
39 | O=C(O)c1c(-c2ccc(Cl)cc2)cn2ccccc12 | 0.0% | -2% | 10% | 17% | -18% | -1.4% | 11% | 5% | -4.2%
40 | Cn1c(-c2csc(-c3cccc(C(F)(F)F)c3)n2)n[nH]c1=S | 0.4% | 2% | -37% | 23% | 19% | -1.8% | 16% | -3% | -6.5%
41 | CC(C)CC(c1nnnn1C(C)(C)C)N1CCN(C2CCCC2)CC1 (configuration not stated) | -0.1% | 3% | -28% | 0% | -28% | 0.1% | -1% | 21% | 0.9%
42 | O=c1[nH]c(N/N=C/c2ccccc2Br)nnc1-c1ccccc1 | -0.3% | 14% | -14% | -1% | 22% | -3.4% | 1% | 2% | 5.7%
43 | CNc1c([N+](=O)[O-])cnn1-c1ccc(C)cc1 | -0.1% | 2% | -34% | -2% | -31% | 2.4% | -2% | 3% | 2.0%
44 | CCn1c(C)nc2cc(C(=O)N=Nc3c(O)[nH]c4c(C)cc(C)cc34)ccc21 | 0.3% | -12% | 12% | 1% | 14% | -3.3% | 12% | 12% | -4.6%
45 | COc1ccc([N+](=O)[O-])cc1NC(=O)COC(=O)c1ccccc1O | -0.2% | 10% | -6% | 18% | 4% | 0.8% | 17% | 8% | 3.6%
46 | COc1ccc(OC)c(Nc2nc(N)nc(CSc3nnc(N)s3)n2)c1 | 0.2% | 3% | -24% | -5% | -11% | -1.6% | 7% | -4% | -2.0%
47 | Cn1nnc(NC(=O)CSc2nnnn2-c2ccc(F)cc2)n1 | -0.2% | 1% | -1% | 7% | 18% | -1.0% | 4% | -4% | -4.4%
48 | COc1ccc(Oc2ccc(/C=N/NC(=O)c3cccnc3)cc2[N+](=O)[O-])cc1 | 0.1% | 6% | -18% | 4% | -6% | -2.4% | 2% | -3% | 0.1%
49 | CC(=O)N1CCc2c(sc(NC(=O)c3cccc(N4C(=O)CCC4=O)c3)c2C(N)=O)C1 | -0.2% | 0% | -4% | -16% | 21% | 8.8% | 9% | -2% | -1.1%
50 | Cc1ccsc1CN(C(=O)c1ccc([N+](=O)[O-])cc1)C1CCS(=O)(=O)C1 (configuration not stated) | -0.1% | -1% | -34% | -4% | 15% | -1.5% | 6% | 8% | 7.1%

The results go on.
nr | Compound | GPR55 activation | SIAH1 antagonists | NOD1 NF-kB reporter | AID2073 | KOR beta-arrestin-2 | HIV peptide binding | GPR55 antagonists | GPR35 antagonists | KOR beta-arrestin-1
51 | Cc1cc(C)nc(NC2=NCC(=O)N2CCc2c[nH]c3ccccc23)n1 | -0.1% | 3% | -9% | 10% | -34% | 0.0% | -3% | -14% | 6.2%
52 | FC(F)(F)c1ccc2c(c1)NCC1CCCN21 (configuration not stated) | 0.6% | -2% | -34% | 3% | 6% | 7.0% | 8% | -2% | -2.2%
53 | CC(=O)c1ccc(NC(=O)CCCN2C(=O)COc3ccc(C)cc32)cc1 | -0.3% | 10% | 5% | 3% | -17% | 0.0% | 3% | 4% | -5.1%
54 | C=CCn1cnc2scc(-c3ccc(OC)cc3)c2c1=O | -0.2% | -2% | -18% | 9% | 4% | 0.7% | 4% | -5% | -0.9%
55 | CCc1nc2ccccc2n(CC)c1=O | 0.1% | 0% | -2% | 19% | 10% | -2.4% | -14% | -5% | -1.2%
56 | CC(=O)c1cccc(N=C2C(=O)Nc3ccccc32)c1 | 0.7% | -3% | -19% | -1% | 21% | 0.5% | 2% | 5% | -0.7%
57 | CCc1cc(=O)oc2cc(OCC(=O)N3CCC[C@H]3C(=O)O)ccc12 | -0.1% | 4% | 15% | 4% | 6%[20 µM] | 0.7% | -3% | 4% | -2.6%
58 | CC(C)OCC(O)CS(=O)(=O)Cc1ccccc1 (configuration not stated) | 0.0% | 1% | -6% | -9% | -22% | 1.0% | 3% | -2% | -9.7%

Assay outcomes deposited in PubChem BioAssay by Sanford-Burnham Center for Chemical Genomics.
